Screening results from PubChem BioAssay.
AGP1-GFP MLPCN: modulators of AGP1-GFP expression in yeast TOR pathway, primary screen, cell-based, multiplex flow cytometry, S. cerevisiae, MLPCN library; actives 0.02% (n = 320,000); GFP response vs DMSO, % at 10 µM; AID 2066, 2009; 3 h; GFP as percent of DMSO wells;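 active means GFP response relative to DMSO above a set limit, near screen average plus 3 SD, cut at about 150% in these data; inconclusive means fewer than 70 cells counted for the yeast strain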;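 further: median GFP channel fluorescence of the gated AGP1 strain per well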
CIT2 TOR yeast: modulators of CIT2-GFP expression in yeast, primary screen, S. cerevisiae, GFP fusion, multiplex flow cytometry, MLPCN library. S. cerevisiae CIT2-GFP strain, 3 h; 100 means same as DMSO wells. GFP response vs DMSO, % at 10 µM. actives 0.065% (n = 320,000);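 active means GFP response relative to DMSO above a set limit, near the screen mean plus 3 SD, cut at about 150% in these data; inconclusive means Fewer than 70 cells measured for a yeast strain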;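 further: ratio of well median GFP fluorescence to mean of DMSO wells on the plate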
RPL19A-GFP yeast: RPL19A-GFP expression modulators in yeast, primary screen, cell-based, S. cerevisiae, multiplex flow cytometry, MLPCN. S. cerevisiae RPL19A-GFP strain, 3 h; hits give low values. percent response vs DMSO, % at 10 µM. actives 0.3% (n = 330,000);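 active means percent response vs DMSO below 50%; inconclusive means fewer than 70 events counted for the yeast strain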;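 further: median channel GFP fluorescence of the barcoded RPL19A-GFP strain; ratio of sample median GFP to plate DMSO average so 100% = DMSO; lower means less RPL19A-GFP as with rapamycin TOR inhibition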
Efflux pump mplx: inhibitors of Candida efflux pumps in yeast, primary screen, S. cerevisiae, Nile Red, multiplex; S. cerevisiae Candida pump triplex; inhibition, % at 10 µM; actives 0.44% (n = 330,000);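 active means plate passing quality check with inhibition over a set limit, or well fluorescence over plate mean plus 4 SD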;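 further: Nile Red retained in pooled yeast measured as flow cytometry median fluorescence; 0% = buffer negative control and 100% = Enniatin B positive control; higher means more Nile Red kept so more efflux inhibition; some compounds called inactive have numbers as strong as hits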
MEP2-GFP yeast: modulators of MEP2-GFP levels in yeast, primary screen, S. cerevisiae, multiplex flow cytometry, MLPCN library; actives 0.51% (n = 330,000); GFP response vs DMSO, % at 10 µM; AID 2016, 2009; S. cerevisiae MEP2-GFP strain, 3 h; 100% = DMSO control level;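 active means GFP response versus DMSO above a set limit, roughly screen mean plus 3 SD, cut at about 180% in these data; inconclusive means fewer than 70 cells counted for a yeast strain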;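 further: median GFP fluorescence of the barcode-gated MEP2-GFP cells per well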
Yeast superoxide: reduction of superoxide in aged yeast, primary screen, HTS; S. cerevisiae aged cells, superoxide DHE fluorescence; hits give low values; superoxide response (% of plate mean), % at 10 µM; actives 0.18% (n = 330,000); AID 2690, 2010;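 active means superoxide response under a set limit, about three screen SD below normal, cut at about 65% in these data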;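 further: yeast aged for seven days with compound at 30 °C before DHE staining; 100% = average MFI of all compound-treated wells on the plate with controls excluded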
AHR activator: AHR activators, primary screen, cell-based, luminescence, luciferase reporter, human | AHR-responsive luciferase reporter cells | activation, % at 5 µM | actives 2.5% (n = 320,000); in the data active means activation above about 47%;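 further: 0% = vehicle wells and 100% = reference agonist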
Target sequence (P35869 whole entry, looked up): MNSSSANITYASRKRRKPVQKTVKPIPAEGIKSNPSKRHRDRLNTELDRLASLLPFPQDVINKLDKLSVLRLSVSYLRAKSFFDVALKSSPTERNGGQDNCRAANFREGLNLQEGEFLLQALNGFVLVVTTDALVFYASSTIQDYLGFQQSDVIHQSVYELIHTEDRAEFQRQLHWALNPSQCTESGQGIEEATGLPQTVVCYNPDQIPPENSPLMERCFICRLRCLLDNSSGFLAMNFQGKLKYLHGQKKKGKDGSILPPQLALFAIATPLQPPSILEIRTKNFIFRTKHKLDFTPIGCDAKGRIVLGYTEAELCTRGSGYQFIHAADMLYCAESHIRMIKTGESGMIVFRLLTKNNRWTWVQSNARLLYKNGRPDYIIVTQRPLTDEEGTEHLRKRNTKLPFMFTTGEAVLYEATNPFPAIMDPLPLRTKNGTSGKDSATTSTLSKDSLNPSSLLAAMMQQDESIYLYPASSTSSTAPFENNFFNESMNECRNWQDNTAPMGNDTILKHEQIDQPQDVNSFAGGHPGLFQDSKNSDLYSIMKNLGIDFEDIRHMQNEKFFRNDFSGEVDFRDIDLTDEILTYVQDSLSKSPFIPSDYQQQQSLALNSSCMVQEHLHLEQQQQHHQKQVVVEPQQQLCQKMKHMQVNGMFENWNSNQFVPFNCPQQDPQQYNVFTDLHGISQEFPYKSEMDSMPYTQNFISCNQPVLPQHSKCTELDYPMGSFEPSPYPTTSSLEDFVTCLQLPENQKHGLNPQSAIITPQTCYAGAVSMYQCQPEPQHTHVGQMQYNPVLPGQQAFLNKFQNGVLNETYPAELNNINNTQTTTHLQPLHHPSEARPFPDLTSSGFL
LAP4-GFP MLPCN: modulators of LAP4-GFP expression in yeast, primary screen, S. cerevisiae, multiplex flow cytometry, MLPCN library; 3 h; median GFP as percent of DMSO wells; GFP response vs DMSO, % at 10 µM; actives 0.34% (n = 320,000); AID 2023, 2009;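 active means GFP response vs DMSO above a set limit, about the screen mean plus 3 SD, cut at about 150% in these data; inconclusive means under 70 cell events counted for the yeast strain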
Numbers without * were called inactive; ? = inconclusive; / = no result given; [ ] = another dose, or the depositor's remark.

SMILES	AGP1-GFP MLPCN	CIT2 TOR yeast	RPL19A-GFP yeast	Efflux pump mplx	MEP2-GFP yeast	Yeast superoxide	AHR activator	LAP4-GFP MLPCN
CCC(CO)Oc1cc(NC(=O)c2ccccc2Cl)c2ncn(C(C)C)c2c1 (stereo not drawn)	100	90	98	0.3	93	96	1	101
CC(=O)N1CCc2cc(S(=O)(=O)NC(Cc3ccccc3)C(=O)NC3CCCCCC3)ccc21 (stereo not drawn)	101	104	97	-0.2	99	98	-2	92
Cc1cc2cc(C)c3nnc(SCC(=O)NCc4ccco4)n3c2cc1C	104	98	101	0.0	107	107	-4	107
CCOc1ccccc1CN1CCN(Cc2ccc(C)o2)CC1CCO (stereo not drawn)	97	97	98	0.1	101	87	2	100
O=C(CSc1nnc2ccccn12)Nc1ncc(Cl)cc1Cl	100	92	96	-0.1	105	113	3	104
CC(C)NC(=O)C(=O)NNC(=O)C12CC3CC(CC(C3)C1)C2	99	93	98	2.1*	95	105	7	95
CC(NC1CCCCC1)C(=O)NN=C(c1ccccc1)c1ccccc1 (stereo not drawn)	95	94	97	0.0	95	101	2	111
CN(/N=C/c1ccncc1)C1=NS(=O)(=O)c2ccccc21	99	99	99	0.4	102	103	3	103
Cc1ccc(/C=N/N2C(=O)C3C(C2=O)C2C=CC3C23CC3)o1 (stereo not drawn)	97	97	99	0.0	96	92	1	91
C(=N\NC(=Nc1ccccc1)c1ccccn1)/c1ccccn1	102	110	102	-0.3	112	89	16	110
COc1ccc(NS(=O)(=O)c2cc(NC(=O)c3ccccc3F)ccc2N2CCCC2)cc1	100	103	91	0.0	93	103	21	110
CCCc1nc2ccccc2c(C(=O)OCC(=O)N2CCc3ccccc32)c1CC	90	86	101	0.8	102	89	5	105
CCCOC(=O)NC(CC)COC(=O)Nc1cc(C)ccc1C (stereo not drawn)	93	95	92	0.3	95	97	4	95
CCOc1ccc(N2C(=O)CC(Sc3ccccc3C(=O)O)C2=O)c([N+](=O)[O-])c1 (stereo not drawn)	83	91	99	0.3	94	114	-1	143
Cc1cccc(NC(=O)c2sc(NC(=O)c3ccco3)c(C#N)c2C)c1C	97	92	96	0.0	89	92	10	86
COc1cc(C)ccc1Oc1nc(-c2ccccc2O)nc2ccccc12	106	101	100	-0.1	98	101	2	109
Nn1cnnc1N/N=C/c1ccc(Cl)cc1Cl	94	94	101	0.0	102	99	/	97
CC(C)(C)OC(=O)N1Cc2ccccc2C[C@H]1C(=O)NC1CCCC1	100	98	109	0.0	111	103	/	98
CN1CCN(S(=O)(=O)c2ccc(=O)[nH]c2)CC1	112	120	108	-0.1	106	76	-1	104
O=C(OCc1c(-c2ccccc2)ncc2ccccc12)c1ccc(F)cc1	98	90	98	-0.3	108	82	6	141
Cc1cc(N2C(=O)C(O)=C(C(=O)c3cccs3)C2c2cccc(Br)c2)no1 (stereo not drawn)	99	96	97	0.1	87	91	3	128
Cc1ccc(CN2CCCNC2=O)cc1	100	96	96	0.2	91	94	0	97
Cc1nn(Cc2ccc(Cl)c(Cl)c2)c(C)c1NC(=O)c1cc(-c2ccco2)on1	90	91	89	-0.1	96	81	1	91
CC(C)OC(=O)/C(C#N)=C/c1c[nH]c2ccccc12	86	88	104	0.1	96	87	15	102
COc1ccc(CCNC(=O)CCCCCNc2nc(=S)[nH]c3ccccc23)cc1OC	100	95	104	0.1	99	87	5	98
O=C1c2oc3ccccc3c(=O)c2C(c2cccc(Br)c2)N1Cc1ccco1 (stereo not drawn)	92	95	96	-0.1	101	119	11	98
CCCCN(C(=O)Cc1ccc2c(c1)OCCO2)c1c(N)n(CCC)c(=O)[nH]c1=O	98	95	96	-0.1	99	86	1	96
O=C(NC1CCN(S(=O)(=O)c2ccc(Cl)cc2)CC1)c1cccnc1	94	95	96	0.3	97	131	1	94
O=c1c2ccccc2ncn1Cc1ccc2c(c1)OCO2	100	91	98	0.4	100	104	0	98
COCc1cc(=O)[nH]c(SCCS(=O)(=O)c2ccc(Cl)cc2Cl)n1	93	71	81	0.0	93	71	0	183*
CSc1cccc(NC(=O)COc2ccccc2C)c1	99	103	107	0.5	109	115	1	106
O=C(c1ccco1)N1CCN(Cc2ccccc2Br)CC1	89	98	104	0.0	104	101	-1	92
CCNC(=O)NC(=O)C(C)OC(=O)C1CCN(S(=O)(=O)c2ccccc2C(=O)OC)CC1 (stereo not drawn)	102	103	102	-0.1	103	109	-3	97
CCN(CC(=O)Nc1c(F)cccc1F)C(=O)c1ccc2c(c1)NC(=O)C(C)S2 (stereo not drawn)	104	94	95	-0.1	97	99	0	102
CCOC(=O)c1[nH]c(C)c(C(=O)OCC(=O)N(CC)C2CCS(=O)(=O)C2)c1C (stereo not drawn)	95	93	93	0.1	100	105	-2	100
O=C(CN1C(=O)C2C3CCC(C3)C2C1=O)N1CCN(Cc2ccccc2)CC1 (stereo not drawn)	97	87	97	0.0	95	88	4	95
C[C@H](CO)N1C[C@H](C)[C@@H](CN(C)C(=O)Nc2ccccc2)Oc2c(NS(=O)(=O)c3ccccc3)cccc2C1=O	103	100	104	0.2	104	94	0	97
O=C(COC(=O)c1nc(Cl)c(Cl)c(Cl)c1Cl)c1ccc[nH]1	103	97	94	0.1	104	88	10	110
CCC(CC)NC(=O)c1cc2c(C)nn(Cc3ccccc3Cl)c2s1	112	113	106	0.2	111	99	4	112
COCCCNC(=O)c1c[nH]c2ccc(S(=O)(=O)N3CCC(C)CC3)cc2c1=O	106	106	101	0.0	108	97	5	106
O=C(CCc1nc2ccccc2c(=O)[nH]1)NCC(=O)Nc1ccc(F)c(F)c1	101	100	99	0.0	101	94	6	105
CC(=O)N(CCc1cccc(C)c1)Cc1cc2cc(C)ccc2[nH]c1=O	100	100	105	0.0	97	109	49*	105
Cc1c(Cl)cccc1-n1c(SCC(=O)NCc2ccccc2Cl)nnc1-c1ccncc1	96	91	98	0.2	104	108	6	94
CC1CCCCC12NC(=O)N(CC(=O)NC1CCCc3ccccc31)C2=O (stereo not drawn)	105	106	113	0.9*	106	93	7	102
CCCc1[nH]nc2c1C1(C(=O)N(C(C)C)c3ccccc31)C(C#N)=C(N)O2 (stereo not drawn)	97	96	96	0.1	100	89	0	97
O=S(=O)(c1cccc(F)c1)N1CCN(c2ncnc3scc(-c4ccc(F)cc4)c23)CC1	105	94	105	0.0	105	108	5	109
CCCN(CCC)C(=O)CC(c1ccc(F)cc1)c1ccco1 (stereo not drawn)	99	93	102	0.0	106	92	1	100
O=C(O)COc1ccccc1/C=N/NC(=O)CN1CCN(S(=O)(=O)c2ccc(Br)cc2)CC1	99	96	97	0.1	101	106	-1	102
NC(N)=NC1=NC(=O)/C(=C/c2ccccc2-n2cccn2)S1	97	101	104	-0.2	105	97	6	96
CCOC(=O)Cc1nn(C(C)C)c(=O)c2ccccc12	101	89	98	0.0	95	91	0	131
Cc1ccc(CS/C(Nc2ccccc2C)=C(\C#N)C(N)=O)c(C)c1	101	105	103	0.2	117	105	9	98
O=C(c1ccccc1[N+](=O)[O-])N1CCCC(C(=O)N2CCCCCC2)C1 (stereo not drawn)	100	107	103	0.0	96	104	-4	82
CC(=O)Oc1ccccc1N1C(=O)c2ccc(C(=O)O)cc2C1=O	104	98	99	0.0	108	99	5	98
Cc1sc(NC(=O)/C=C/c2ccc(C(C)C)cc2)c(C#N)c1C	101	/	105	-0.2	106	88	2	94
Cc1c(C(=O)N2CCC3(CC2)CC(=O)c2ccccc2O3)cccc1[N+](=O)[O-]	102	102	96	0.0	99	96	2	97
Cc1cc2cc(C#N)c(SCC(=O)Nc3nonc3C)nc2cc1C	97	99	105	0.4	105	107	-4	90
CC(C)(O)c1nnn(-c2ccccc2)c1C(F)(F)F	102	98	99	0.0	104	101	0	97
CC(=O)n1c(-c2ccccc2)c(CO)c2ccccc21	103	96	97	0.1	106	100	9	103
COc1cccc2sc(=NC(=O)CS(=O)(=O)c3ccc(Cl)cc3)n(C)c12	97	93	97	0.1	95	110	9	103
CC(C)(C)NC(=O)COC(=O)c1ccc(NC(=O)CC#N)cc1	100	/	98	-0.2	96	97	13	93

The list continues.
SMILES	AGP1-GFP MLPCN	CIT2 TOR yeast	RPL19A-GFP yeast	Efflux pump mplx	MEP2-GFP yeast	Yeast superoxide	AHR activator	LAP4-GFP MLPCN
Brc1[nH]nc2ccccc12	?	?	100[may fluoresce violet]	-0.1	?	85	22	?
Fc1ccc(CN2CCCN(Cc3nc(-c4ccc5c(c4)OCO5)no3)CC2)cc1	91	102	102	0.0	96	145	5	93
CCCC(=O)Nc1ccc(S(=O)(=O)N2CCC(c3nc4ccccc4[nH]3)CC2)cc1	94	98	89	-0.1	91	97	1	92
O=C(COC(=O)COc1cc(Cl)c(Cl)cc1Cl)NC1CC1	101	97	97	0.1	100	133	7	100

Structures from the list above containing fluorine, in the order listed:
SMILES	AGP1-GFP MLPCN	CIT2 TOR yeast	RPL19A-GFP yeast	Efflux pump mplx	MEP2-GFP yeast	Yeast superoxide	AHR activator	LAP4-GFP MLPCN
COc1ccc(NS(=O)(=O)c2cc(NC(=O)c3ccccc3F)ccc2N2CCCC2)cc1	100	103	91	0.0	93	103	21	110
O=C(OCc1c(-c2ccccc2)ncc2ccccc12)c1ccc(F)cc1	98	90	98	-0.3	108	82	6	141
CCN(CC(=O)Nc1c(F)cccc1F)C(=O)c1ccc2c(c1)NC(=O)C(C)S2 (stereo not drawn)	104	94	95	-0.1	97	99	0	102
O=C(CCc1nc2ccccc2c(=O)[nH]1)NCC(=O)Nc1ccc(F)c(F)c1	101	100	99	0.0	101	94	6	105
O=S(=O)(c1cccc(F)c1)N1CCN(c2ncnc3scc(-c4ccc(F)cc4)c23)CC1	105	94	105	0.0	105	108	5	109
CCCN(CCC)C(=O)CC(c1ccc(F)cc1)c1ccco1 (stereo not drawn)	99	93	102	0.0	106	92	1	100
CC(C)(O)c1nnn(-c2ccccc2)c1C(F)(F)F	102	98	99	0.0	104	101	0	97
Fc1ccc(CN2CCCN(Cc3nc(-c4ccc5c(c4)OCO5)no3)CC2)cc1	91	102	102	0.0	96	145	5	93

Whole records, looked up by structure:
Entry for C(=N\NC(=Nc1ccccc1)c1ccccn1)/c1ccccn1 = AGP1-GFP MLPCN = 102; CIT2 TOR yeast = 110; RPL19A-GFP yeast = 102; Efflux pump mplx = -0.3; MEP2-GFP yeast = 112; Yeast superoxide = 89; AHR activator = 16; LAP4-GFP MLPCN = 110
Entry for CCOc1ccccc1CN1CCN(Cc2ccc(C)o2)CC1CCO (stereo not drawn) = AGP1-GFP MLPCN = 97; CIT2 TOR yeast = 97; RPL19A-GFP yeast = 98; Efflux pump mplx = 0.1; MEP2-GFP yeast = 101; Yeast superoxide = 87; AHR activator = 2; LAP4-GFP MLPCN = 100
